PfHsp40 yeast = rescue of yeast from PfHsp40 toxicity, primary screen, S. cerevisiae, ATP luminescence; growth rescue, % at 12.5 µM; 340,000 tested, 0.68% active; S. cerevisiae expressing PfHsp40, growth rescue; in the data active = growth rescue above about 28%, passing the limit was not always enough; inconclusive = no clear call, values can overlap the other calls;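 also: yeast W303a lacking pdr1 and pdr3 grown in galactose medium; growth measured after three days at 30 °C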
Vc quorum ag = inducers of Vibrio cholerae quorum light production without autoinducers, primary screen, BH1578 luxS cqsA deficient, single point; AID 588436, 2011; V. cholerae BH1578 lux reporter, luminescence, 6 h; activation, % at 18.7 µM; 350,000 tested, 0.16% active; in the data active = activation mostly above about 9.7%, no sharp cut-off; inconclusive = no clear call, values can overlap the other calls; inactive = mostly below about 3.7%; also: not every result past the cut was called active; inactives centre near 0; reference of the scale not given here
TcdB GH inh = TcdB glycohydrolase inhibitors, primary screen, biochemical, single point, plate reader. TcdB glycohydrolase enzymatic assay. inhibition, % at 9.99 µM. 350,000 tested, 0.24% active. AID 652162, 2013; in the data active = inhibition above about 10%
DUSP3 inh = VHR1 phosphatase inhibitors, primary screen, biochemical, absorbance, uHTS | 290,000 tested, 0.52% active | recombinant VHR phosphatase, pNPP absorbance | inhibition, % at 13.3 µM | Dual specificity protein phosphatase 3 (Homo sapiens), P51452; in the data active = inhibition above about 50%; also: some compounds called inactive have numbers as strong as hits
Target sequence (P51452 whole entry, looked up): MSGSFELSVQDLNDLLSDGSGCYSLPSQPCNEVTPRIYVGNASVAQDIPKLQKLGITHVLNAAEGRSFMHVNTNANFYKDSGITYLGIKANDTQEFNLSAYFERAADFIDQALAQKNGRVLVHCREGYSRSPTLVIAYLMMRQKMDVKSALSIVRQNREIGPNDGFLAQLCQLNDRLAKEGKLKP
SARS 3CLpro inh = SARS-CoV 3CLpro protease inhibitors, primary screen, biochemical, quenched FRET | Replicase polyprotein 1ab (Severe acute respiratory syndrome coronavirus), P0C6X7 | recombinant SARS-CoV 3CLpro, quenched FRET peptide cleavage | inhibition, % at 6 µM | 290,000 tested, 0.14% active | AID 1706, 2009; in the data active = inhibition above about 12%
SSB-PriA inh = inhibitors of Klebsiella pneumoniae PriA binding to SSB C-terminal tail, primary screen, biochemical, AlphaScreen | inhibition, % at 33 µM | PriA–SSB C-terminal tail interaction (Klebsiella pneumoniae) | AlphaScreen SSBct-PriA binding, biotinylated peptide | 430,000 tested, 0.6% active | AID 1272365, 2023; in the data active = inhibition mostly above about 37%, no sharp cut-off; inactive = mostly below about 20%;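 also: plate controls were negative control peptide for no effect and reference peptide for full effect; strong numbers were not always called active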
MazF activator = activators of E. coli MazEF toxin-antitoxin RNase, primary screen, biochemical, fluorescence, uHTS; FAM/BHQ RNA-DNA oligo cleavage fluorescence, 5 h; AID 504720, 2011; 350,000 tested, 0.32% active; activation, % at 20 µM; in the data active = activation above about 50%
Target sequence (P0AE70 whole entry, looked up): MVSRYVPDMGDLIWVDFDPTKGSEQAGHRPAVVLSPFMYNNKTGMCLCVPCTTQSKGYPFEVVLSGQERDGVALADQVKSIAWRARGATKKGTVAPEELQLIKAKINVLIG
Anthrax LF prot = Bacillus anthracis LF protease inhibitors, primary screen, biochemical, multiplex microsphere, MLPCN library. Lethal factor (Bacillus anthracis), P15917. AID 588501, 2011. multiplex microsphere protease cleavage assay. 360,000 tested, 0.12% active. inhibition, % at 10 µM; in the data active = inhibition above about 30%; inconclusive = no clear call, values can overlap the other calls; also: plate controls were buffer without enzyme for full effect and enzyme alone for no effect
Target sequence (P15917 whole entry, looked up): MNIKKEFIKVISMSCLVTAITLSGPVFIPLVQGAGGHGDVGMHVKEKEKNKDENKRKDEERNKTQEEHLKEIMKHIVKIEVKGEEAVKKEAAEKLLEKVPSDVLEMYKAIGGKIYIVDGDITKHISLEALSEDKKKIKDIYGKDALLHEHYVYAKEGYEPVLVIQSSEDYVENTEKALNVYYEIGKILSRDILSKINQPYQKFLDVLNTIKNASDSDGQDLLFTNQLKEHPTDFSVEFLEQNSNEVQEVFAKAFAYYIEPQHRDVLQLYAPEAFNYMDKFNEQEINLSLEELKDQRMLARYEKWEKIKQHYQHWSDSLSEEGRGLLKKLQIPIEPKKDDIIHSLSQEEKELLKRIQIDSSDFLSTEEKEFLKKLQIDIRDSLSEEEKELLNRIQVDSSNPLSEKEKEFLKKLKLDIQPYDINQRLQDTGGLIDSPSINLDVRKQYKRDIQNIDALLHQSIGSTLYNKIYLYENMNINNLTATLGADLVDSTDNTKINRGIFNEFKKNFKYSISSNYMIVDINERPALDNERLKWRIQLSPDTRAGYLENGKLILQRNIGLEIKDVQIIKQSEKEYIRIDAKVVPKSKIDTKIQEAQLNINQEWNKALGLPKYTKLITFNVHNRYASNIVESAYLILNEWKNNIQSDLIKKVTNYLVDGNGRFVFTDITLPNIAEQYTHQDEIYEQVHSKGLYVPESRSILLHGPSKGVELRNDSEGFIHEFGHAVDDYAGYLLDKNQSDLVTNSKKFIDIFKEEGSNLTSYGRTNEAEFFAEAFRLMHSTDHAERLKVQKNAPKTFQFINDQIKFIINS
Y pestis TopoI = Yersinia pestis topoisomerase I inhibitors, primary screen, biochemical, cleavage product accumulation, plate reader, single point. DNA topoisomerase I (Yersinia pestis CO92). Y. pestis Topo-I cleavage product accumulation. activity, % at 10 µM. 360,000 tested, 0.064% active; in the data active = activity above about 50%, passing the limit was not always enough; inconclusive = no clear call, values can overlap the other calls; also: inactives centre near 2
Rv3671c protease = Rv3671c serine protease inhibitors, primary screen, biochemical, fluorescence polarization, M. tuberculosis H37Rv; inhibition, % at 5.96 µM; P9WHR9; 320,000 tested, 0.048% active; AID 2606, 2010; in the data active = inhibition above about 38%;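 also: extracellular domain of Rv3671c used as enzyme; 0% = enzyme with DMSO and 100% = no enzyme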
* hit, by the source's call; i = inactive; ? = inconclusive; nt = not tested or not shown; & = joins results of further samples. The list is partial; rates above refer to the full screens.

The line under a structure holds: PfHsp40 yeast, Vc quorum ag, TcdB GH inh, DUSP3 inh, SARS 3CLpro inh, SSB-PriA inh, MazF activator, Anthrax LF prot, Y pestis TopoI, Rv3671c protease
- COC(=O)C1=C(c2ccc(OCc3ccccc3)cc2)C[C@@H]2CC[C@H]1N2C
  nt, -0.4, 0.9, nt, nt, nt, 8.8, -6.2, 7.7, nt
- O=S(=O)(NCCc1ccccn1)c1cccs1
  -0.4, nt, -0.1, 10.9, -2.6, -15.6, -0.5, -6.0, -3.1, -2.3
- CSc1nc(N2CCN(C)CC2)c2ccccc2n1
  0.6, -0.3, 0.5, 30.9, -2.3, 11.7, 5.6, -4.0, -10.8, -0.9
- CC(NC(=O)COC(=O)c1ccc([N+](=O)[O-])s1)c1ccccc1 (centres undefined)
  -1.0, -0.2, nt, 13.3, -0.6, -4.1, -7.6, -5.9, -6.3, -21.0
- COc1cccc(C2N(c3ccccc3)CCN2c2ccccc2)c1OC
  -1.3, i, 0.2, 22.5, -2.2, -3.6, 2.8, -2.5, 3.8, 8.1
- CCCCOC(=O)C(C)Sc1n[nH]c(=O)[nH]c1=O (centres undefined)
  -0.4, i, 1.0, 38.5, -0.5, -4.1, 0.5, -0.2, -1.5, 0.3
- CCC(OC(=O)c1cccs1)C(=O)NCc1ccc2c(c1)OCO2 (centres undefined)
  -1.4, -0.6, nt, 1.8, -1.5, 1.0, 5.8, -2.0, 5.0, 3.3
- Cc1ccc(S(=O)(=O)N2CCC(C)CC2)cc1[N+](=O)[O-]
  0.4, -0.3, 1.0, 13.9, 4.4, 4.4, -28.4, 3.5, 2.1, nt
- CC(C)(C)C(=O)Nc1ccc(C(=O)Nc2cccnc2)cc1
  -0.3, -5.9, nt, 26.4, 0.5, -8.9, 9.0, -3.0, -4.4, -3.2
- NC(Cc1ccc(F)cc1)c1csc(Nc2ccccn2)n1 (centres undefined)
  nt, 1.3, 2.2, nt, nt, nt, nt, -0.8, -6.7, nt
- CC(=O)OCC=C1CCC2C3CC(C)C4=CC(=O)CCC4(C)C3C(O)CC12C (centres undefined)
  0.0, -5.6, -0.4, nt, nt, -9.9, 4.1, 1.3, 11.3, nt
- CCNC(=S)Nc1ccc2c(c1)c(=O)n(C)n2CC=C(C)C
  nt, -0.4, 0.0, nt, nt, nt, nt, -4.0, 5.6, nt
- O=C(NC1CCCCC1)c1ccc2c(c1)OCCO2
  -0.6, -0.3, -0.4, 5.8, -8.2, -0.6, 19.9, 6.8, 5.8, -0.2
- CCc1noc(C)c1C(=O)N1CCCSC1=Nc1ccccc1OC
  0.2, i, 1.7, nt, nt, -3.1, 3.8, nt, 0.8, 2.5
- CSCCC(NC(=O)c1ccccc1)C(=O)NCCc1ccccc1 (centres undefined)
  -0.3, -3.6, -1.3, 2.1, -0.1, -2.2, 5.6, -9.6, -2.7, 0.9
- COc1ccc(Cl)cc1NC(=O)CCCNC(=O)c1ccc(Cl)cc1
  -1.1, -0.6, 1.2, nt, -5.9, -2.1, 2.0, 7.9, 12.6, -15.3
- Cc1ncc(CO)c(CO)c1O
  1.0, i, 1.2, nt, nt, 6.9, 6.9, 0.5, 6.8, -2.9
- CC1CCN(CCCCOc2ccc(C(C)(C)C)cc2)CC1
  1.5, 0.6, -8.8, 5.3, -3.9, -4.4, 2.0, -3.6, 16.1, 4.8
- COc1ccccc1CCn1c(N)c(C#N)c2nc3ccccc3nc21
  -0.8, -0.8, nt, -14.5, -0.5, -14.1, -4.5, 5.4, 21.7, -39.1
- Cn1cnc(S(=O)(=O)NCc2ccccc2)c1
  -1.1, -3.4, nt, 40.0, -5.0, 3.6, -3.7, -2.1, 0.2, -0.1
- COC(=O)c1sc(N2C(=O)C(=O)/C(=C(/O)c3ccc(C)cc3)C2c2ccco2)nc1C (centres undefined)
  nt, nt, nt, 7.4, 5.6, nt, -4.4, nt, nt, 4.7
- CC(C)[C@H](NC(=O)OC(C)(C)C)c1nnc(SCC(=O)Nc2ccc(Br)cc2)o1
  1.2, i, nt, -23.9, -2.3, 2.0, 1.5, 1.3, -0.9, 3.0
- NS(=O)(=O)c1ccc(NN=C2CCCCC2)c([N+](=O)[O-])c1
  -0.3, -0.2, -6.3, -3.6, 7.6, 19.9, 1.0, -5.3, -0.8, -2.9
- O=C(CN1CCN(S(=O)(=O)c2ccc(Cl)c(Cl)c2)CC1)N1CCCC1
  -0.7, -0.7, 0.6, nt, nt, -1.4, 4.8, -4.2, 3.3, 5.1
- Cc1ccc(S(=O)(=O)CCC(=O)NCCc2ccccc2)cc1
  -0.4, 0.9, 1.6, 8.8, -5.0, -1.1, -7.9, 3.6, -1.0, 1.7
- CCOc1cc(N2CCOCC2)c(OCC)cc1NC(=O)COC(=O)c1ccccc1C
  0.5, 1.3, 0.9, -1.8, 4.9, -7.0, 1.8, -1.9, 9.7, 0.2
- O=C(CSc1ncnc2c1oc1ccccc12)NCc1ccc(F)cc1
  -1.1, -0.3, 0.2, 37.7, -7.4, -22.0, -8.6, -5.7, 7.7, -2.0
- COc1ccc(C)cc1NC(=O)CN1CCN(C/C=C/c2ccccc2)CC1
  2.4, -0.7, nt, 26.9, -1.1, -1.3, -4.5, ?, 8.1, 2.4
- CC(=O)c1sc(NC(=O)c2ccco2)nc1-c1ccccc1
  -0.1, -0.2, nt, -8.6, -2.9, 1.0&-9.3, 2.0, -0.1, -7.8, -13.7
- FC(F)(F)c1cnc(-n2cc[nH]c2=S)c(Cl)c1
  -0.8, i, nt, 30.5, 3.3, -15.7, 2.5, 1.4, 3.4, 6.6

2 consecutive compounds from above, for reference:
The line under a structure holds: PfHsp40 yeast, Vc quorum ag, TcdB GH inh, DUSP3 inh, SARS 3CLpro inh, SSB-PriA inh, MazF activator, Anthrax LF prot, Y pestis TopoI, Rv3671c protease
- CC(=O)c1sc(NC(=O)c2ccco2)nc1-c1ccccc1
  -0.1, -0.2, nt, -8.6, -2.9, 1.0&-9.3, 2.0, -0.1, -7.8, -13.7
- FC(F)(F)c1cnc(-n2cc[nH]c2=S)c(Cl)c1
  -0.8, i, nt, 30.5, 3.3, -15.7, 2.5, 1.4, 3.4, 6.6

(continued)
The line under a structure holds: PfHsp40 yeast, Vc quorum ag, TcdB GH inh, DUSP3 inh, SARS 3CLpro inh, SSB-PriA inh, MazF activator, Anthrax LF prot, Y pestis TopoI, Rv3671c protease
- Cc1ccc(C(=O)NC(=S)NNC(=O)CCN2CCOCC2)cc1
  0.8, nt, -6.9, 12.3, -2.4, -8.2, -1.6, 0.7, 0.6, 4.8
- CC(=O)N1c2ccccc2C(C)(C)C2CCC(C)CC21 (centres undefined)
  -0.4, nt, nt, -9.2, 3.2, -3.3, -4.7, 8.9, 0.5, -2.9
- Cc1ccc(CNC(=O)COC(=O)c2cnccn2)cc1
  -0.3, 0.5, 2.2, 24.9, -1.1, -7.7, 4.0, -3.9, 2.8, 0.4
- Cc1cc(Cl)c(S(=O)(=O)N2CCN(c3ccc(F)cc3)CC2)cc1OCC(N)=O
  0.0, 11.2, nt, -7.3, 5.8, -13.8, 35.3, 1.7, -1.5, -2.5
- CCC1=Nc2cc(C(=O)NCc3cccnc3)ccc2Sc2ccc(C)cc21
  1.8, -0.2, 2.3, 28.6, 0.2, 9.1, -7.1, -5.5, 3.8, -5.6
- COc1cccc(-c2nn(C)c3sc(C(=O)NCCCN(C)Cc4ccccc4)cc23)c1
  1.9, i, -3.6, 16.5, -7.6, 8.3, 0.7, 6.3, -12.4, -1.8
- CCOC(=O)c1[nH]c(C)c(C(=O)NC2CCCCC2)c1C
  -1.0, -0.2, 1.6, -6.0, -7.2, -10.6, 5.5, -7.3, 4.2, -8.0
- CC(=O)Nc1cccc(C(=O)OCC(=O)NCc2cc(C)c(O)c(C)c2)c1
  1.0, i, 4.0, nt, nt, -5.6, 3.4, -2.7, -9.7, 3.5
- O=C(CSc1nnc(COc2ccccc2)o1)NC1CC2CCC1C2 (centres undefined)
  -0.2, -0.4, 0.5, 22.6, 6.2, -7.0, -1.7, -3.2, 9.7, 1.1
- CCOc1nc(NCCO)nc(NCCC2=CCCCC2)n1
  -1.3, -2.8, nt, 17.6, 1.8, -14.9, 4.0, -1.0, -3.7, -4.7
- O=C(NCCc1cccc(Cl)c1)c1cccnc1
  1.4, -0.2, 0.1, -15.9, -2.9, -13.3, 11.2, 1.4, 5.8, 9.0
- Cc1ccc2c(c1)N(CC(=O)NCCCN1CCOCC1)C(=O)C(C(C)C)O2 (centres undefined)
  0.6, 0.0, 0.3, nt, nt, -6.5, -8.0, -0.4, -6.8, -0.3
- COc1ccc(C(CNC(=O)C(=O)NC2CCCCC2)N2CCN(C)CC2)cc1 (centres undefined)
  -1.1, -6.2, -1.2, nt, nt, -4.8, 8.5, -1.2, 0.1, 8.1
- CCc1cc(C(=O)c2ccc(OC)cc2)c(NC(=O)CC(C)(C)CC(=O)O)s1
  6.5, -0.8, -2.9, 23.3, 0.6, -2.7, 6.7, nt, 0.0, -1.0
- Cc1ccc(C2c3[nH]c4ccccc4c3C[C@H]3C(=O)N(c4ccccc4C(=O)N4CCC(C(=O)O)CC4)C(=O)N23)cc1 (some centres undefined)
  2.9, -0.5, -0.9, 4.3, 3.5, 9.5, -3.7, 1.0, 7.7, 1.1
- Cc1ccc(S(=O)(=O)N2CCOCC2)cc1NC(=O)COc1ccc(C(=O)c2ccccc2)cc1
  0.4, i, 0.4, nt, nt, -17.3, 7.0, nt, 28.6, -3.1
- CC(C)c1ccc(NC2CCCN(C(=O)CCN3CCCCC3=O)C2)cc1 (centres undefined)
  -1.5, i, 1.0, 21.8, 4.6, -3.4, 5.2, 4.5, 20.2, -2.0
- Cc1cc(C)n2nc(CC(=O)NNC(=O)c3ccc(N(C)C)cc3)nc2n1
  0.4, -0.9, 1.2, -7.2, 3.9, -5.3, 6.2, 3.5, 3.6, -8.1
- COc1ccc(NC(=O)Cn2nc3n(c2=S)CCC3)cc1
  -0.1, i, nt, 29.4, -0.7, -11.7, 10.1, -3.8, -5.6, -3.4
- Cn1c(SCC(=O)Nc2ccc(Br)cc2)nc(O)cc1=O
  3.5, -0.8, -0.9, 21.3, 0.1, -7.0, -0.5, -8.5, -9.2, 0.1
- O=S(=O)(/N=C(/c1ccccc1)N1CCOCC1)c1ccc(F)cc1
  -0.7, -0.4, 1.1, 7.4, 0.9, nt, 2.5, -8.1, -3.1, -0.6
- COc1ccc(-n2cc(C(=O)c3cc4ccccc4oc3=O)c(C(C)=O)n2)cc1
  1.1, nt, nt, -10.5, -1.8, -5.0, 3.2, -12.4, -7.6, -2.6
- CC(C)(C)OC(=O)C[C@@H]1C/C=C\C[C@@H](CC(=O)N(CCO)Cc2ccccc2)C(=O)NC[C@H](c2ccccc2)OC1=O
  -1.0, i, 2.4, nt, nt, -11.1, 3.7, -2.3, 11.8, 5.5
- O=C(CCC(=O)Nc1nnc(C2CCCCC2)s1)NCC1CCCO1 (centres undefined)
  0.2, 0.2, nt, -14.9, 0.0, -9.8, -3.1, -9.8, 3.2, -0.7
- Cc1ccc(C(=O)C(OC(=O)c2cnccn2)c2ccccc2)cc1C (centres undefined)
  -2.0, -0.4, -0.1, 7.4, -0.2, -1.6, -2.3, -0.3, 24.5, -37.5
- O=C(CSc1ccc2c(c1)OCCO2)Nc1ccc2c(c1)OCO2
  -1.6, 0.6, nt, -16.6, 4.7, -4.3, 4.1, -8.8, -3.5, 15.1
